Source: PubChem (several laboratories)
HePTP inhibitor: human HePTP phosphatase inhibition | P35236 | recombinant HePTP phosphatase activity, OD absorbance | inhibition, % at 20 µM | 110,000 tested, 0.64% active | AID 521; in the data active = inhibition above about 50%;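 also: plate controls were vehicle for no effect and reference inhibitor for full effect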
BAP1 block: blocks human BAP1 ubiquitin-AMC hydrolysis | Q92560 | recombinant BAP1, Ub-AMC hydrolysis fluorescence kinetic; stronger effect = lower value | activity remaining (% of control), % at 20 µM | 72,000 tested, 0.48% active;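 active = activity remaining at or below 50% of control, provided the compound also passes the data quality filters; inactive = the rest, including low values that fail the filters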;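 also: 100% = DMSO wells rate and 0% = substrate alone blank rate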
Target sequence (Q92560 whole entry, looked up): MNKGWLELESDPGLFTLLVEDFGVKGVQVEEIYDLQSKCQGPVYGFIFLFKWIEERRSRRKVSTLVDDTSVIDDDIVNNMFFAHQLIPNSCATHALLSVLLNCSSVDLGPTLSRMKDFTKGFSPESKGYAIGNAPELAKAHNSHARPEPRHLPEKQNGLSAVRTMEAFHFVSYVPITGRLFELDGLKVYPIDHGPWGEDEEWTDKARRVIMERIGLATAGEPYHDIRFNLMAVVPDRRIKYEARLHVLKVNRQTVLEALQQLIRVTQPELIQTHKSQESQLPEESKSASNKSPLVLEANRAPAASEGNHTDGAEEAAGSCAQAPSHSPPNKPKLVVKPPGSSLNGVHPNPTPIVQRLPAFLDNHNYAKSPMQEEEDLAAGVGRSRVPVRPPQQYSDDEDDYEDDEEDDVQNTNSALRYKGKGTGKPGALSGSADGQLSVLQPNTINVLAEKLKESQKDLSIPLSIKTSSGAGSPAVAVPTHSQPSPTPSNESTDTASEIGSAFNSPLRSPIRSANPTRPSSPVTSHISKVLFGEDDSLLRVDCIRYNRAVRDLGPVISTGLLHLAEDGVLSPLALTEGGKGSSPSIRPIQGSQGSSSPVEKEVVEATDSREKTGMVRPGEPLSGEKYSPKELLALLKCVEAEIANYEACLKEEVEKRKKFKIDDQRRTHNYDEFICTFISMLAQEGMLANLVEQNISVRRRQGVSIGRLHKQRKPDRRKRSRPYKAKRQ
Starred values were filed as active, the others as inactive; . = not tested or not shown; & = joins results of further samples. Compounds were not picked by outcome; any-hit rate near 0.7%.

| BAP1 block | HePTP inhibitor | SMILES |
| --- | --- | --- |
| . | 4&2 | O=C(Nc1ccc2oc(-c3ccccc3)nc2c1)c1ccc2c(c1)OCCO2 |
| 67 | 6 | Cc1ccc2[nH]c(=O)c(CN(CC3CCCO3)C(=O)c3ccncc3)cc2c1 (stereo not drawn) |
| 98 | 1 | OC(CNCC1COc2ccccc2O1)COCc1cccs1 (stereo not drawn) |
| . | -7 | Nc1cccc(NC(=O)CCC(=O)O)n1 |
| . | 6 | O=C1C(Nc2ccccc2)=CC(c2ccccc2F)N1c1ccccc1 (stereo not drawn) |
| . | -8 | O=C(NC(c1ccccc1)c1ccccc1)c1ccc([N+](=O)[O-])cc1 |
| 84 | 3 | CCc1cc2c(N3CCN(c4ccccc4)CC3)ncnc2s1 |
| 91 | -5 | Cc1ccc(NC(=O)C2CCCN(S(=O)(=O)c3cccs3)C2)cc1 (stereo not drawn) |
| 102 | 8 | CN(C)S(=O)(=O)N1CCCN(S(=O)(=O)N(C)C)CC1 |
| . | 6 | COc1cc(NC(=O)c2cccnc2)c(OC)cc1NC(=O)c1cccnc1 |
| 115 | 13 | CCCCN(CC)S(=O)(=O)c1ccc(C(=O)Nc2nnc(-c3cccs3)o2)cc1 |
| . | 7 | Cc1ccsc1/C=C1/SC(=S)N(CCCCCC(=O)O)C1=O |
| . | 7 | CCc1ccc(C(=O)CC2(O)C(=O)Nc3ccccc32)cc1 (stereo not drawn) |
| . | 6 | O=c1nc(-c2ccccc2)c2cc(SC(F)(F)F)ccc2[nH]1 |
| . | -4 | CONC(=O)c1ccc(C(=O)c2c(C)cc(C)cc2C)cc1 |
| 132 | . | O=C(CSc1nc2ccccc2o1)Nc1ccc(Cl)cn1 |
| 89 | . | CC(C)Cn1c(=O)n(C)c(=O)c2[nH]cnc21 |
| 98 | 6 | CCCC(=O)N=C1SC2CS(=O)(=O)CC2N1c1ccc(CC)cc1 (stereo not drawn) |
| 75 | -2 | Cc1nnc2n(C3CCCCC3)c(=O)c3c4c(sc3n12)COC(C)(C)C4 |
| . | 4 | COc1ccc(-c2nsc3c(N4CCCC4)ncnc23)cc1 |
| . | 11 | COC(=O)c1ccc(/C=C2\SC(=S)N(C(Cc3ccccc3)C(=O)O)C2=O)cc1 (stereo not drawn) |
| 112 | 11 | COC(=O)c1ccc(CSc2nnc(NCc3ccccc3)s2)o1 |
| . | 11 | Cc1cc(C)cc(N2C(=O)NC(=O)/C(=C\c3ccc(Br)cc3)C2=O)c1 |
| . | 9 | O=C(COc1ccc(Cl)cc1Br)NCc1ccco1 |
| . | -2 | Cc1cnn(-c2cc(N/N=C/c3ccc(Br)cc3)ncn2)c1 |

A portion of the results above, for reference:
| BAP1 block | HePTP inhibitor | SMILES |
| --- | --- | --- |
| . | 4&2 | O=C(Nc1ccc2oc(-c3ccccc3)nc2c1)c1ccc2c(c1)OCCO2 |
| 67 | 6 | Cc1ccc2[nH]c(=O)c(CN(CC3CCCO3)C(=O)c3ccncc3)cc2c1 (stereo not drawn) |
| 98 | 1 | OC(CNCC1COc2ccccc2O1)COCc1cccs1 (stereo not drawn) |
| . | -7 | Nc1cccc(NC(=O)CCC(=O)O)n1 |
| . | 6 | O=C1C(Nc2ccccc2)=CC(c2ccccc2F)N1c1ccccc1 (stereo not drawn) |
| . | -8 | O=C(NC(c1ccccc1)c1ccccc1)c1ccc([N+](=O)[O-])cc1 |
| 84 | 3 | CCc1cc2c(N3CCN(c4ccccc4)CC3)ncnc2s1 |

Grouped by structure, the entries above with an aryl methoxy group (2)
| BAP1 block | HePTP inhibitor | SMILES |
| --- | --- | --- |
| . | 6 | COc1cc(NC(=O)c2cccnc2)c(OC)cc1NC(=O)c1cccnc1 |
| . | 4 | COc1ccc(-c2nsc3c(N4CCCC4)ncnc23)cc1 |

More records follow:
| BAP1 block | HePTP inhibitor | SMILES |
| --- | --- | --- |
| . | -3 | CC1=C(C(=O)OC(C)C)C(c2ccccn2)C2=C(CC(C)(C)CC2=O)N1 (stereo not drawn) |
| . | -4 | COc1cc(NC(=O)c2cc(-c3cccs3)nc3ccccc23)c(OC)cc1Cl |
| . | 2 | COc1ccc(C2C(C(=O)OC(C)(C)C)C(=O)CC(C)(O)C2C(=O)OC(C)(C)C)cc1OC (stereo not drawn) |
| 163 | 11 | O=C(c1ccc(S(=O)(=O)NCC2CCCO2)cc1)N1CCc2ccccc21 (stereo not drawn) |
| 109 | 8 | CCCc1nnc(SCCSc2nnc(CCC)n2N)n1N |
| 102 | . | CCOc1ccc(S(=O)(=O)NCc2csc(C)n2)cc1 |
| 83 | 8 | COCc1cc(C)nc(N2CCOCC2)c1C#N |
| 57 | . | O=c1cc(-c2ccccc2)c2ccc(OCc3ccc([N+](=O)[O-])cc3)cc2o1 |
| . | -6 | O=C(CSc1nnc2n(Cc3ccccc3)c(=O)c3c4c(sc3n12)CCCC4)c1ccccc1 |
| 104 | 5 | O=C(c1ccco1)N1CCN=C1SCc1cccc(Cl)c1 |
| 65 | 5 | c1nnn(C23CC4CC(CC(C4)C2)C3)n1 |
| . | -12 | CCc1ccc(/C=C2\C(=O)NN(c3ccccc3)C2=O)cc1 |
| . | -5 | CC(C)CNC(=O)c1cccc(NC(=O)CN2C(=O)c3ccccc3C2=O)c1 |
| 127 | 12 | COC(=O)c1ccccc1NC(=O)C1CCN(S(C)(=O)=O)CC1 |
| . | 1 | CCOc1ccc(N2CCCn3c2nc2c3c(=O)n(CCc3ccccc3)c(=O)n2C)cc1 |
| 98 | 5&4 | CCOC(=O)c1c(C)nn(Cc2ccccc2)c1N |
| 92 | -9 | c1coc(-c2nnc(SCc3cn4ccccc4n3)o2)c1 |
| 101 | 11 | O=C(c1cc(-c2cccs2)on1)N1CCc2ccccc2C1 |
| . | 5 | COC(=O)c1ccccc1NC(=O)c1cc(-c2ccccc2)nc2ccccc12 |
| . | 8 | CCOC(=O)N1CCN(C(=O)CN(c2ccc(Cl)c(C(F)(F)F)c2)S(C)(=O)=O)CC1 |
| 91 | 3 | Cc1sc2nc(C(C)C)nc(SCC(=O)NCc3ccco3)c2c1C |
| . | -17 | CN(CCN(C)/N=C/c1cc(Cl)ccc1O)/N=C/c1cc(Cl)ccc1O |
| . | 5 | Cc1nnc(SCC(=O)Nc2ccc(/C=C/c3ccccc3)cc2)s1 |
| . | 3 | CCOC(=O)c1ccccc1NC(=O)CN(c1cccc([N+](=O)[O-])c1)S(=O)(=O)c1ccccc1 |
| 95 | -1 | O=C(Cn1nnc(-c2ccc(Cl)cc2)n1)NC1CC2CCC1C2 (stereo not drawn) |

One compound at a time, from the list above. Order of values: BAP1 block, HePTP inhibitor
Listed for `CN(CCN(C)/N=C/c1cc(Cl)ccc1O)/N=C/c1cc(Cl)ccc1O` → ., -17
Listed for `CCOC(=O)c1c(C)nn(Cc2ccccc2)c1N` → 98, 5&4
Listed for `CCCc1nnc(SCCSc2nnc(CCC)n2N)n1N` → 109, 8
Listed for `c1nnn(C23CC4CC(CC(C4)C2)C3)n1` → 65, 5
Listed for `O=c1cc(-c2ccccc2)c2ccc(OCc3ccc([N+](=O)[O-])cc3)cc2o1` → 57, .

The list goes on:
| BAP1 block | HePTP inhibitor | SMILES |
| --- | --- | --- |
| . | -13 | CCOC(=O)c1c(NC(=O)c2cc(OC)c(OC)c(OC)c2)sc(C(=O)Nc2ccccc2C(F)(F)F)c1C |
| . | -14 | COc1cc(-c2nc(-c3ccccc3)c(-c3ccccc3)[nH]2)cc(OC)c1OC |
| . | -5 | CC1=NN(C(=O)OC(C)(C)C)C(O)(c2ccc(Br)cc2)C1 (stereo not drawn) |
| . | 4 | COc1ccc2c(C)c(C)c(=O)oc2c1C |
| . | -6 | Cc1cc2nc(SCc3ccc(Cl)cc3)nc(C)c2cc1C |
| 95 | 5 | Cc1ccc2c(CSc3nnc(C4CC4)n3N)cc(=O)oc2c1 |
| . | -6 | CCNC(=O)C(=O)Nc1ccccc1OCC |
| . | -3 | Cc1cc(=O)n2c(ccc3ccccc32)c1C#N |
| 116 | 6 | COc1ccccc1CNC(=O)CN1C(=O)C(C)N(c2ccc(C)cc2)C1=O (stereo not drawn) |
| . | -7 | CC(NC(=O)CN(c1ccc(Cl)cc1)S(C)(=O)=O)c1ccccc1 (stereo not drawn) |
| 113 | 4 | COC(C)(C)[C@]12CC(O)(c3ccccc3)ON1[C@H]1CCCCC1N2O (stereo partly drawn) |
| . | -3 | O=C1C2C(C(=O)N1c1ccc(Br)cc1)C2(c1ccccc1)c1ccccc1 (stereo not drawn) |
| 97 | 8 | COCCNC(=O)C1CCCN(c2ncccn2)C1 (stereo not drawn) |
| 76 | 5 | CCCCCNC(=O)C(C)NS(=O)(=O)c1ccc(OC)cc1 (stereo not drawn) |
| 86 | -1 | CCC(C)Sc1nc2c(cnn2-c2ccccc2)c(=O)[nH]1 (stereo not drawn) |
| 101 | 8 | O=C(COC(=O)c1ccccn1)Nc1ccccc1Cl |
| . | 6 | CC1=Nc2cc([N+](=O)[O-])ccc2NC(=O)C1 |
| 60 | . | CC(C)Cn1c(CCC(=O)O)ccc1-c1cccs1 |
| . | 4 | CN(C)c1ccc(/C=C/C(=O)c2ccc(Br)cc2)o1 |
| 70 | 16 | CCCc1nc2sc3ccccc3c(=O)c2c(=O)n1Cc1ccco1 |
| 98 | . | N#Cc1c2c(c(NCc3ccccc3)n3c1nc1ccccc13)CCC2 |
| 85 | 3 | COc1ccccc1N1CCN(CC(O)COc2c(OC)cccc2OC)CC1 (stereo not drawn) |
| . | 10 | CN1C(=O)/C(=C\c2cn(Cc3ccc(Cl)cc3Cl)nc2-c2ccccc2)SC1=S |
| 99 | 6 | CC(=O)c1ccc(S(=O)(=O)NCCCC(=O)NCCc2ccccn2)cc1 |
| 56 | 2 | O=C(Nc1ccc(N2CCOCC2)c(Cl)c1)c1ccc(Br)o1 |

Part of the list above, with two lines to a compound:
Sequence of screens: BAP1 block | HePTP inhibitor
CCC(C)Sc1nc2c(cnn2-c2ccccc2)c(=O)[nH]1 (stereo not drawn)
→ 86 | -1
CC(=O)c1ccc(S(=O)(=O)NCCCC(=O)NCCc2ccccn2)cc1
→ 99 | 6
N#Cc1c2c(c(NCc3ccccc3)n3c1nc1ccccc13)CCC2
→ 98 | .
Cc1ccc2c(CSc3nnc(C4CC4)n3N)cc(=O)oc2c1
→ 95 | 5

Next section
| BAP1 block | HePTP inhibitor | SMILES |
| --- | --- | --- |
| 116 | 1 | COc1ccc(-n2c(N)c(C(=O)NCc3ccco3)c3nc4ccccc4nc32)c(OC)c1 |
| . | 7 | COC(=O)c1ccccc1NC(=O)c1cc([N+](=O)[O-])ccc1Cl |
| . | -1 | CC1=CC(C)C2(COC(c3ccc[n+](C)c3)OC2)C(C)C1 (stereo not drawn) |
| 74 | 8 | CC1(C)O[C@@H]2C[C@H]3[C@@H]4C[C@H](F)C5=CC(=O)CC[C@]5(C)[C@H]4[C@@H](O)C[C@]3(C)[C@]2(C(=O)CO)O1 |
| . | -8 | CCOC(=O)c1nnn(-c2nonc2N)c1CN(C)Cc1ccccc1 |
| . | -16 | CN(CCN(C)/N=C/c1cc([N+](=O)[O-])ccc1O)/N=C/c1cc([N+](=O)[O-])ccc1O |
| . | -7 | CCOc1ccccc1CN1CCN(Cc2cc(Br)ccc2O)CC1 |
| . | -14 | CC(=O)Nc1ccc(-c2cc(NC(C)=O)n(C)n2)cc1 |
| 74 | . | CC(C)(C)C(=O)Nc1nnc(-c2ccc(Br)cc2)s1 |
| . | -5 | CCCC(=O)c1ccc(N2CCN(C(=O)c3ccc(F)cc3)CC2)c(F)c1 |
| 136 | 9 | O=C1CC(c2ccccc2)n2nc(N3C(=O)c4ccccc4C3=O)nc2N1 (stereo not drawn) |
| 132 | 4 | CN(CC(=O)NC1CCCCCC1)S(=O)(=O)c1ccccc1 |
| 84 | 8 | COCCCN1C(=O)C(=O)/C(=C(/O)c2ccc(OC(C)C)cc2)C1c1ccc(O)c(OC)c1 (stereo not drawn) |
| . | -6 | CCC(Sc1n[nH]c(=O)[nH]c1=O)C(=O)OCc1ccccc1 (stereo not drawn) |
| 93 | 10 | COc1cc(-c2cc(C(=O)N3CCN(c4ccccn4)CC3)c3ccccc3n2)cc(OC)c1OC |
| 137 | 6 | C1CNCCNCCNCCN1 |
| 102 | 2 | CCOC(=O)Cc1nn(CCc2ccccn2)c(=O)c2ccccc12 |
| 99 | . | O=C1CC(c2ccco2)CC2=C1C(c1ccco1)Nc1ccccc1N2 (stereo not drawn) |
| . | 6 | COc1ccc(NC(=O)n2nc(C(F)(F)F)nc2N)cc1 |
| 96 | -4 | CCOC(=O)c1cc2sccc2n1CC(=O)N1CCCC1 |
| . | -14 | Cc1ccc(C(=O)NC(=S)NCCc2ccccc2)cc1 |
| 117&90 | 5 | CC[C@H]1CN2CCc3cc(OC)c(OC)cc3[C@@H]2C[C@@H]1C[C@H]1NCCc2cc(OC)c(OC)cc21 |
| . | 4 | O=[N+]([O-])c1ccc(OCC(O)CN2CCCCC2)cc1 (stereo not drawn) |
| 101 | 10 | N#Cc1nc(COc2ccc(F)cc2)oc1NCCCn1ccnc1 |
| . | 2 | O=C(N/N=C\c1cccc2ccccc12)C1CC(=O)N(c2ccc(F)cc2)C1 (stereo not drawn) |
| . | 10 | O=C(c1nn2c(c1Cl)NC(c1cccs1)CC2C(F)(F)F)N1CCN(c2ccc(F)cc2)CC1 (stereo not drawn) |
